# Assay outcomes as filed in PubChem.
# hK5 inh – kallikrein 5 (human) inhibition; Q9Y337; recombinant hK5, fluorogenic AMC substrate cleavage; inhibition, % at 5 µM; 210,000 compounds, 0.59% hits; AID 873;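 active = inhibition of 40% or more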;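 also: 0% = enzyme controls without compound and 100% = no-enzyme blanks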
# Target sequence (Q9Y337 67-293 limits assumed): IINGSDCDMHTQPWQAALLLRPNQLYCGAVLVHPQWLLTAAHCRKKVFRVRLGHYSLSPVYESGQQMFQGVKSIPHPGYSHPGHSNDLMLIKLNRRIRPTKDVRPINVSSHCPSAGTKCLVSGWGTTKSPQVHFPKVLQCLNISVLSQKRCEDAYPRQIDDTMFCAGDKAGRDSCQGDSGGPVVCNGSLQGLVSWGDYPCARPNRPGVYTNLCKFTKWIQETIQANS
# Runt-CBFb FRET – inhibitors of human RUNX1 Runt domain binding to CBFb; Q01196+Q13951; Cerulean-Runt/Venus-CBFb FRET ratio 530/480, 1 h; inhibition, % at 20 µM; 220,000 compounds, 0.46% hits; AID 1496;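 active = inhibition over about 50% at 20 µM in the single-dose screen, limit read from the data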;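 also: 0% = DMSO wells and 100% = excess unlabeled CBFb competitor control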
#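 Assay system: Cerulean-Runt domain fusion protein, energy donor; Signal: fluorescence energy transfer, 422 nm excitation, 530/480 nm emission; Timing: 1 h compound exposure, room temperature; Control set: unlabeled CBFb; Medium: Tris buffer pH 7.5 with salts and BSA; Compound: single test concentration of 20 µM, 1% DMSO final; Probe or stimulus: Venus-CBFb 100 nM.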
# Wee1 stabilizer – inhibitors of human Wee1 degradation | P30291 | HeLa Luc-Wee1K328M stability, luciferase luminescence; 100% = proteasome inhibitor MG132 effect | reporter increase, % at 5 µM | 220,000 compounds, 1.2% hits | AID 1321;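 active = activation above the mean of all tested compounds plus 3 SD, set per screening run, cut at about 8.8% in these data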;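 also: cells exposed to compound for 20 h before luminescence read; 0% = DMSO alone and 100% = MG132 at 30 µM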
# Target sequence (P30291 whole entry K328M): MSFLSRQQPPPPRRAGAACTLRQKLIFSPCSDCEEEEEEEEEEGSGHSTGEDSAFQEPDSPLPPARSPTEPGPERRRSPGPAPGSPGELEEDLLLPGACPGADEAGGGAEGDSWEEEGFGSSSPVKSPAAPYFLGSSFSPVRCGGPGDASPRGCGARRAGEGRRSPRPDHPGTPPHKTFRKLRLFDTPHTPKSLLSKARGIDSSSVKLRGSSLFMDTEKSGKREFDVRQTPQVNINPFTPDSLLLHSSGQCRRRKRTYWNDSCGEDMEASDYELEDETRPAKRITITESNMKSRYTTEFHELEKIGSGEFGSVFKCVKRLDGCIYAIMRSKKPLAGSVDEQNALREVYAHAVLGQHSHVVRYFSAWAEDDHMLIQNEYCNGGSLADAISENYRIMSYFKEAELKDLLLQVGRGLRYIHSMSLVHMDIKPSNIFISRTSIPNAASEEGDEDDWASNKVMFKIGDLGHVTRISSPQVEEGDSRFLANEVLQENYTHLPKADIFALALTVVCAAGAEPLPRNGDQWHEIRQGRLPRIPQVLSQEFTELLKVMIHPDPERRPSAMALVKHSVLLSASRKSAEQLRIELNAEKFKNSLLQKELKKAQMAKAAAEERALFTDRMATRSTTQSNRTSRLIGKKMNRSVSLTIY
# FXIIa inh – blocks human coagulation factor XIIa protease activity | P00748 | purified FXIIa, Boc-QGR-AMC fluorogenic substrate, 2 h | inhibition, % at 5 µM | 220,000 compounds, 0.3% hits; in the data active = inhibition above about 40%;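 also: 0% = enzyme with no compound and 100% = blank without enzyme; many of its hits are not listed in these tables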
# thrombin 1536 – blocks human thrombin protease activity; AID 1046; inhibition, % at 5 µM; alpha-thrombin, Boc-VPR-AMC fluorogenic substrate cleavage; 220,000 compounds, 0.26% hits; P00734;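 active = inhibition at or above 40%; inactive = inhibition below 40%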;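 also: 0% = enzyme with no compound and 100% = wells without enzyme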
#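 Material: human alpha-thrombin enzyme / Medium: pH 7.5 Tris (50 mM) with NaCl 150 mM, Tween 20 0.05% / Compound: single-point dosing at 5 µM, 0.2% DMSO / Incubation: enzyme reaction carried out at room temperature / Detection: AMC fluorescence, 355/460 nm / Read-out basis: percent inhibition scaled between no-compound controls and no-enzyme blanks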
# Hck-Nef inh – blocks Nef-activated human Hck kinase | Recombinant Hck-YEEI plus Nef, Z-Lyte FRET kinase assay | 220,000 compounds, 0.68% hits | inhibition, % at 20 µM;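 active = Hck-Nef kinase inhibition above about 50%, limit read from the data; inactive = inhibition below that limit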;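 also: 0% = DMSO with Hck plus Nef and 100% = Hck alone without Nef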
# 14-3-3 Bad inh – disrupts binding of bovine 14-3-3 zeta to phospho-Bad peptide; P63103; TR-FRET 14-3-3zeta/Dy647-pBad peptide displacement, 1 h; inhibition, % at 21.7 µM; 220,000 compounds, 0.71% hits;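 active = inhibition above about 70%, limit read from the data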;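 also: 0% = full 14-3-3 plus peptide FRET controls and 100% = background without 14-3-3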
# FXIa inh 1536 – factor XIa (human) inhibition; P03951; 220,000 compounds, 0.14% hits; inhibition, % at 5 µM; purified FXIa, Boc-Glu-Ala-Arg-AMC fluorogenic substrate;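 active = inhibition of at least 40%; inactive = inhibition below 40%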;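 also: fluorescence of freed AMC excited at 355 nm; 0% = enzyme without compound and 100% = no enzyme blank; many of its hits are not listed in these tables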
# Runt-SMMHC FRET – Runt domain-CBFb-SMMHC interaction inhibition; Cerulean-Runt/Venus-CBFb-SMMHC FRET ratio 530/480, 1 h; 220,000 compounds, 0.74% hits; inhibition, % at 20 µM;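 active = mean inhibition across duplicate retests at 20 µM reaching about 50%, limit read from the data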;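 also: 0% = DMSO wells and 100% = wells with excess untagged CBFb-SMMHC; inhibitors lower the FRET ratio by blocking Runt binding to CBFb-SMMHC; some results filed as inactive read as strong as hits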
# * marks the source's active call; other numbers are inactive results; / = not tested or not shown; [ ] = another dose, or the depositor's remark.
molecule,hK5 inh,Runt-CBFb FRET,Wee1 stabilizer,FXIIa inh,thrombin 1536,Hck-Nef inh,14-3-3 Bad inh,FXIa inh 1536,Runt-SMMHC FRET
CC(C)c1ccc(OCC(=O)Nc2ccc(OC(F)(F)F)cc2)cc1,-11,3,1,12,-11,2,4,0,3
CCc1nnc(NS(=O)(=O)c2ccc(NC(=S)NC(=O)c3cccs3)cc2)s1,-1,4,-2,8,-3,0,-16,-1,-4
CC1=C(C(=O)OC2CCCC2)C(c2coc3ccccc3c2=O)C2=C(CC(C)(C)CC2=O)N1 (stereo not drawn),-4,-2,2,2,-3,8,2,9,7
O=C(CSc1ccsc1[N+](=O)[O-])Nc1cc(F)ccc1F,-77,4,1,9,-14,32,83*,-4,-2
O=C1C(Cl)=C(N2CCCCCC2)C(=O)N1c1ccccc1,-21,6,1,12,-5,5,-4,5,-6
CC(=O)c1c(C)[nH]c(C(=O)NCc2ccccc2)c1C,11,50*,1,-5,-6,0,8,-8,3
Oc1c(N=NC(=S)Nc2ccccc2F)c2ccccc2n1Cc1ccccc1,-10,-2,0,8,-11,20,-23,-1,-4
COc1ccccc1/C=C/C(=O)NC(=S)NCC1CCCO1 (stereo not drawn),-4,0,2,8,-2,23,-17,0,1
Cc1ccc(NC(=O)Cn2c(=O)n(Cc3ccco3)c(=N)c3c4c(sc32)COC(C)(C)C4)cc1,-22,-4,0,6,-5,1,10,-2,1
COc1ccc(Cn2c(=O)oc3ccc(C)cc32)cc1OC,-2,-2,-2,-4,-1,-1,-11,-3,-3
Cc1ccc(C)c(NC2=CC(=O)CC(C)(C)C2)c1C#N,0,0,0,3,2,-1,76*,2,-9
CCOC(=O)CN1C(=O)C(Sc2n[nH]c(-c3ccccc3)n2)CCc2ccccc21 (stereo not drawn),1,0,0,3,4,2,5,1,1
O=C(Nc1cccc(Cl)c1)Nc1nc(-c2ccc(Cl)cc2)cs1,-14,2,2,10,-4,1,16,6,4
COC(=O)Cn1c(=O)c2c(n(Cc3ccccc3)c1=O)N/C(=C/c1ccc(Br)cc1)C2=O,1,-51,-2,6,-5,15,6,0,-34
CC(=O)c1ccc(NC(=O)CC2Nc3cccc4cccc(c34)NC2=O)cc1 (stereo not drawn),-2,-4,-2,3,-9,41,-8,-4,-57
Cc1ccc(C(=O)NC(=O)OCCn2c(C)cnc2[N+](=O)[O-])cc1,18,0,0,28,1,19,74*,9,-2
Nc1c(Cl)cc(NC(=O)c2ccccc2C(=O)O)cc1Br,-12,2,-5,4,-9,0,8[fluorescence artefact?],3,1
CN1C(=O)CC(N2CCN(c3ccc(Cl)c(Cl)c3)CC2)C1=O (stereo not drawn),-1,0,-3,10,0,-1,-4,-1,-2
COc1ccc(NC(=O)Nc2ccc(Cc3ccncc3)cc2)cc1OC,-6,2,-3,22,2,3,1,2,1
CC(=O)Nc1ccc(NC(=O)COc2ncnc3ccccc23)cc1,2,-2,-1,8,2,22,-4,-1,0
Cc1ccc(N=C2NC(=O)/C(=C/c3cccn3C)S2)cc1,7,-6,5,15,1,22,-7,2,-4
CCCN(CC(=O)Nc1ccc(OC)c(OC)c1)CC(=O)Nc1ccc(F)c(F)c1F,-6,-3,6,2,2,24,-9,-5,-2
O=C(CCc1ccccc1)NCCc1cccs1,/,2,-4,4,-4,5,1,-3,-2
Cc1ccc(-c2cc(C(=O)NCc3ccc4c(c3)OCO4)no2)cc1,3,1,-2,13,0,4,6,11,2
CCOP(=O)(OCC)C(Nc1ccc(C(=O)O)cc1)c1ccccc1 (stereo not drawn),10,0,2,-3,-10,1,-1,-7,-1
O=C(COc1ccc(Nc2ccccc2)cc1)OCC(=O)N1CCCCC1,-9,1,1,4,-5,4,-5,3,-3
COCCN=C1Sc2nc3ccc(C)cc3cc2CN1Cc1cccs1,-38,3,-1,11,4,-6,-7,2,3
COc1ccc(S(=O)(=O)N(C)CC(=O)Nc2ccccc2SC)cc1Cl,2,-2,-2,-4,-1,7,1,0,0
COc1ccc(C2C(C#N)=C(C)NC(C)=C2C(=O)OC(C)C)c(OC)c1 (stereo not drawn),-11,0,1,4,1,25,-13,-2,2
CCn1ncc(C(=O)Nc2ccccc2C)c1C,-9,-2,1,9,0,4,-2,7,3
C/C(=N\O)C(C)(C)Nc1ccc(F)cc1,2,2,3,3,1,7,-5,2,0
CC(=O)c1ccc(C#CC(C)(C)O)s1,-8,0,-3,20,3,0,-3,0,-1
COc1ccc2cc(C(c3nnnn3C(C)(C)C)N3CCSCC3)c(=O)[nH]c2c1 (stereo not drawn),-6,0,-2,20,-1,-3,-11,3,2
CN(C)/C(Cn1cncn1)=C1/N=C(c2ccccc2)OC1=O,/,2,-3,4,-2,6,-3,-3,2
CC1CCCN(Cc2csc(N)n2)C1 (stereo not drawn),-6,1,3,7,-8,25,-16,-3,2
Fc1ccccc1OCCCCSc1ncccn1,24,-3,0,11,-1,1,4,-2,-1
O=C(NC(Cc1c[nH]c2ccccc12)C(=O)O)/C(=C/c1ccc2c(c1)OCO2)NC(=O)c1ccccc1 (stereo not drawn),-7,2,-3,3,5,-12,9,7,4
CCOC(=O)COc1c(Cl)cc(C2NC(=S)NC(c3ccccc3)=C2C(C)=O)cc1OC (stereo not drawn),-23,-2,-3,23,-3,14,12,20,-1
CCOc1ccc2ccccc2c1CNc1nnnn1CC,-16,-2,-3,0,1,-3,1,-8,-1
C=CCOn1c(=O)c(-c2ccc(OC)c(OC)c2)[n+]([O-])c2ccccc21,2,-21,1,4,-2,2,2,-2,-40
CC(=O)CSc1ncnc2sc3c(c12)CCCC3,5,1,0,2,-5,17,2,1,0
Cc1cccc(NC(=O)C2CCN(S(=O)(=O)c3c(C)noc3/C=C/c3ccco3)CC2)n1,-6,-2,-3,4,-5,-1,-19,-2,-6
Nc1nc(SCC(=O)Nc2cc(-c3ccccc3)nn2-c2ccccc2)n[nH]1,-16,3,1,8,-5,3,1[fluorescence artefact?],6,2
O=c1cc(N2CCOCC2)c2ccccc2o1,-22,2,-1,-8,-4,6,0,-6,0
CC1CCCCC1NC(=S)Nc1ccc(Cl)cc1Cl (stereo not drawn),3,0,9,10,-1,-11,-5,3,0
Cc1[nH]c2ccccc2c1C(c1ccncc1)N1CCC(C)CC1 (stereo not drawn),2,0,3,9,-7,-20,-9,-3,-3
CCc1ccccc1NCC(=O)Nc1ccc(Cl)c(C(F)(F)F)c1,0,0,-3,21,19,0,3,14,-2
CC(C)c1ccc(/C=C2\Oc3c(ccc(O)c3CN3CCN(C)CC3)C2=O)cc1,-43,-114,1,-1,5,-36,-13,-5,88*
O=C(NNC(=O)c1ccccc1-n1cccc1)c1ccc(Cl)cc1Cl,2,0,2,-13,-7,0,8[fluorescence artefact?],-5,2
CNC(=O)CN(c1ccc(OC)cc1)S(=O)(=O)c1ccc(F)cc1,-5,-2,1,15,5,6,-6,4,-2

# Marked active in Runt-CBFb FRET, among the entries above:
molecule,hK5 inh,Runt-CBFb FRET,Wee1 stabilizer,FXIIa inh,thrombin 1536,Hck-Nef inh,14-3-3 Bad inh,FXIa inh 1536,Runt-SMMHC FRET
CC(=O)c1c(C)[nH]c(C(=O)NCc2ccccc2)c1C,11,50*,1,-5,-6,0,8,-8,3

# The list continues.
molecule,hK5 inh,Runt-CBFb FRET,Wee1 stabilizer,FXIIa inh,thrombin 1536,Hck-Nef inh,14-3-3 Bad inh,FXIa inh 1536,Runt-SMMHC FRET
C=CCn1c(C)cc(C(=O)CSc2nc3ccccc3o2)c1C,6,10,1,11,3,0,2,2,-3
O=C(N/N=C/c1ccccc1OC(=O)c1ccc2c(c1)OCO2)c1ccccc1,-13,0,-1,15,-5,2,-16,7,1
Cc1cc(C(=O)OCC(=O)NC(C)c2ccccc2)c(C)o1 (stereo not drawn),1,-1,-1,4,-2,19,-8,-3,-2
O=C(Nc1cccnc1)c1ccc(F)cc1,-4,0,-1,4,-3,9,-7,-2,-8
Cc1onc(-c2ccccc2)c1C(=O)Nc1nnc(-c2ccncc2)s1,-60,2,-1,3,-4,4,30,-3,-1
CCN(CC)S(=O)(=O)c1cccc(-c2nnc(SCC(N)=O)n2C)c1,-24,0,-4,-7,-2,-7,-13,-2,-4
Cc1c(-c2nc(N)nc(Nc3ccccc3F)n2)oc2ccccc12,2,-2,4,22,4,2,1,4,-5
Cc1oc(-c2ccccc2)cc1C(=O)Nc1cccc(/C=C/C(=O)O)c1,8,6,0,8,-1,15,-4,4,4
Cn1c(=O)c2ncn(CC(=O)NCCOc3ccc(C(C)(C)C)cc3)c2n(C)c1=O,-3,-4,-2,12,2,0,3[fluorescence artefact?],0,8
COCC(C)NS(=O)(=O)c1ccc(OC)cc1 (stereo not drawn),-1,0,0,-11,-12,3,0,-7,1
CCN1CCCC1Cn1cnc2c([nH]c3ccc(C)cc32)c1=O (stereo not drawn),-1,2,0,-3,-4,5,1,-11,5
O=C(NCc1ccco1)C(=O)c1cn(CC(=O)N2CCCCC2)c2ccccc12,-1,2,-1,5,-1,24,-10,-4,-1
Nn1c(SC/C=C/c2ccccc2)nnc1-c1ccco1,6,0,-1,1,5,1,2,0,7
COc1ccc(-n2c(-c3ccccc3)cc3c2CCCC3=O)cc1,2,-2,1,-22,2,2,2,-8,3
C=CCNC(=O)NC(=O)CSc1nc2cc([N+](=O)[O-])ccc2n1-c1cccc(C(F)(F)F)c1,-27,-3,0,8,-3,2,0,5,-1
CCCOC(=O)C1C2C=CC3(CN(c4ccc(Cl)c(F)c4)C(=O)C13)O2 (stereo not drawn),-8,0,-1,9,0,-6,0,3,3
CCn1c(COc2ccccc2C)nnc1SCC(=O)N1CCC(C)CC1,-5,-2,1,15,0,3,1,4,-1
Cc1cc(N(C)Cc2ccccc2)nc(-c2ccccc2)n1,-13,-1,-2,9,1,-1,10[fluorescence artefact?],0,-2
CC12CCC(C(=O)N(c3ccccn3)c3ccccn3)(OC1=O)C2(C)C (stereo not drawn),-21,2,-1,10,-2,-5,-7,-2,-2
CC(=O)Nc1cc(Cl)ccc1OS(=O)(=O)c1ccc(C)cc1,-10,-3,-2,-1,-6,-3,7,-7,3
COc1ccc(/C=C(\NC(=O)c2ccccc2)C(=O)NNC(=O)CCN2CCOCC2)cc1,4,2,-1,9,0,18,-13,1,-5
O=C(Nc1ccccc1)N(c1ccccc1)C1C=CS(=O)(=O)C1 (stereo not drawn),0,-1,0,7,-5,7,1,-10,-6
COC(=O)C1C(=O)C2=C(CC1C)NC(=O)CC2c1cccc(C)c1 (stereo not drawn),1,2,3,-10,-4,2,-1,-8,4
